All columns: NCI-60 one-dose screen, growth in % after 48 h at 10 µM unless noted; 100 = growth as untreated, 0 = no growth, -100 = all killed.
SR: SR leukemia cells; 73,000 compounds, 8.7% hits
A549/ATCC: A549/ATCC NSCLC; 81,000 compounds, 3.7% hits; AID 1794740
EKVX: EKVX NSCLC; 71,000 compounds, 3% hits
HOP-92: HOP-92 NSCLC cells; 71,000 compounds, 6.3% hits
MOLT-4: MOLT-4 leukemia cells; 80,000 compounds, 6.9% hits
RPMI-8226: RPMI-8226 leukemia cells | 77,000 compounds, 7.5% hits | AID 1794781
HOP-62: HOP-62 NSCLC; 80,000 compounds, 3.9% hits; AID 1794735
CCRF-CEM: CCRF-CEM leukemia; 77,000 compounds, 7% hits
The depositor's hits bear a star; nt = no result given; & = joins results of further samples; [ ] = dose if it differs, or a comment. Rule for the calls: active = growth percent below 10; inactive = the rest.

Fields: RPMI-8226, HOP-92, CCRF-CEM, MOLT-4, A549/ATCC, SR, EKVX, HOP-62
1: CC(C)c1ccc(C(=O)Nc2sc3c(c2C(N)=O)CCC(=O)C3=O)cc1
 : 85, 127, 86, 72, 99, 73, 88, 102
2: CC(=O)N1N/C(=C2/C(C)=NC(=S)NC2c2ccccc2)CC1c1ccccc1O (stereo not given)
 : 99, 84, 96, 99, 100, 100, 98, 94
3: CCn1cc(-c2ccnc(NCCCNS(=O)(=O)c3ccc(Br)cc3)c2)c(-c2cccc(OC)c2)n1
 : 32, 51, 55, 25, 53, 34, 81, 78
4: Cc1c(C(=O)C2CC2c2ccccc2)nnn1-c1ccccc1 (stereo not given)
 : 88, 90, 89, 85, 79, 81, 101, 103
5: O=C(CCCCCCN1CC(=O)N2[C@@H](c3ccccc3Br)c3[nH]c4ccccc4c3C[C@H]2C1=O)NO
 : 12, 29, 18, 6.4*, 88, 14, 63, 62
6: CC12CCC3C4(C)COC(c5ccc(F)cc5)OC4CCC3(C)C1CC(C1=CCOC1=O)O2 (stereo not given)
 : 61, 99, 85, 93, 96, 58, 72, 104
7: CC1Cc2c(NCc3ccccc3)ncnc2N2CCCc3cccc1c32 (stereo not given)
 : 76, 74, 98, 83, 92, nt, 87, 89
8: Cc1sc2nc3nc(Nc4ccccc4)[nH]n3c(=O)c2c1C
 : 99, 88, 88, 93, nt, 94, 98, 92
9: Cc1c2ccccc2nc2ccccc12
 : 104, 88, 106, 89, 97, 97, nt, 70
10: OCC#CCOCC(O)CCl (stereo not given)
 : 102, 112, 103, 94, 98, 104, nt, 107
11: O=S(Nc1ccccc1)c1cccc(Cl)c1 (stereo not given)
 : 96, 97, 93, 101, 71, 77, 109, 100
12: COc1ccc2ccccc2c1/C=C1\SC(=Nc2ccc(O)cc2)NC1=O
 : -13*, 18, 2.9*, 9.5*, 11, 21, 16, 24
13: Cc1cc(Cl)cc2sc(C(=O)O)c(N)c12
 : 101, 101, 93, 113, 107, 113, 93, 108
14: CCOC(=O)C(=O)Nc1ccc2c(ccn2C(=O)c2cccc(F)c2)c1
 : 101, 79, 2.8*, 107, 102, 96, 83, 96
15: Cc1nonc1-c1ccc2c(c1)OCO2
 : 92&94, nt, 94&87, 95, 98&91, 104, 104&90, 106&123
16: CC(=O)Nc1c(Cl)cc(Cl)cc1Cl
 : 97, nt, 104, 91, 105, 100, 102, 109
17: C#Cc1cccc(NC(=O)Nc2ccc(NC(=O)C=C)cc2)c1
 : 76[8.25 µM], 100[8.25 µM], 88[8.25 µM], 91[8.25 µM], 91[8.25 µM], 87[8.25 µM], 103[8.25 µM], 97[8.25 µM]
18: CC(CN(C)C)Sc1nnc(SC(C)CN(C)C)s1 (stereo not given)
 : 105, 91, 104, 112, 122, 105, 106, 114
19: Cc1cc(C)n2nc(NC(=O)c3ccccc3)c(C#N)c2n1
 : 105, 98, 108, 103, 99, nt, 90, 96
20: COC(=O)c1ccc(/C=C(\C#N)c2cc3ccccc3[nH]2)cc1
 : nt, 96, 97, 94, 98, 85, 92, 87
21: O=C(O)c1cc(-c2ccc(F)cc2)c2sc(=O)[nH]c2n1
 : 112, 107, 105, 92, 89, 87, nt, 90
22: COc1cc(C)cc(C(O)Cc2cccc(-c3ccc(N(C)C)cc3C)n2)c1 (stereo not given)
 : 76, 47, 89, 91, 97, 71, 94, 81
23: Cc1c(-c2csc(N/N=C/c3ccco3)n2)nnn1-c1ccc([N+](=O)[O-])cc1
 : 101, 76, 95, 94, 95, 92, 110, 89
24: CN1CCCC1CN1CCCC1 (stereo not given)
 : 101, 100, 93, 98, 103, 93, 102, 104
25: C[C@H]1[C@H](C)CC[C@]2(C(=O)N3CCNCC3)CC[C@]3(C)C(=CC[C@@H]4[C@@]5(C)CCC(=O)C(C)(C)[C@@H]5CC[C@]43C)[C@H]12
 : 101, 70, 107, 103, 92, nt, 98, 93
26: COc1cc(NCC(O)CN2CCCCC2C)c2ncccc2c1 (stereo not given)
 : 91, 99, 81, nt, 107, nt, 89, 91
27: O=[N+]([O-])c1cc(F)ccc1Nc1ccc(F)cc1
 : 89, 96, nt, 98, 90, 107, 111, 102
28: O=C1OC(c2ccccc2)=C/C1=C/c1ccccc1O
 : 94, nt, 92, 105, 96, 94, 101, 110
29: COc1ccc(-n2c(SCc3n[nH]c(=S)n3C(=O)c3ccc(Br)cc3)nc3ccc(Cl)cc3c2=O)cc1
 : 72, 72, 56, 72, 87, 61, 83, 65
30: CS(=O)(=O)Nc1ccc(CNC(=O)c2ccccc2Nc2ccnc(C(F)(F)F)c2)cc1
 : 87, 90, 80, 91, 101, nt, nt, 96

In a second layout: 5 of the compounds above.
(22) COc1cc(C)cc(C(O)Cc2cccc(-c3ccc(N(C)C)cc3C)n2)c1 (stereo not given)
(28) O=C1OC(c2ccccc2)=C/C1=C/c1ccccc1O
(30) CS(=O)(=O)Nc1ccc(CNC(=O)c2ccccc2Nc2ccnc(C(F)(F)F)c2)cc1
(14) CCOC(=O)C(=O)Nc1ccc2c(ccn2C(=O)c2cccc(F)c2)c1
(19) Cc1cc(C)n2nc(NC(=O)c3ccccc3)c(C#N)c2n1

compound no.	22	28	30	14	19
RPMI-8226	76	94	87	101	105
HOP-92	47	nt	90	79	98
CCRF-CEM	89	92	80	2.8*	108
MOLT-4	91	105	91	107	103
A549/ATCC	97	96	101	102	99
SR	71	94	nt	96	nt
EKVX	94	101	nt	83	90
HOP-62	81	110	96	96	96

(further entries)
Fields: RPMI-8226, HOP-92, CCRF-CEM, MOLT-4, A549/ATCC, SR, EKVX, HOP-62
31: Cc1ccc2oc(=O)cc(C3=NCCc4c3[nH]c3ccccc43)c2c1
 : 63, 67, 69, 61, 74, 43, 74, 79
32: Cc1cc(N2CCN(CC(=O)Nc3ccc4c(ccn4C)c3)CC2)nc(N2CCC(C)CC2)n1
 : 73, 67, 90, 74, 89, 115, 89, 88
33: COc1ccc(-n2c(SCc3nnc(NC(=O)c4ccc(Br)cc4)s3)nc3ccc(Cl)cc3c2=O)cc1
 : 96, 85, 103, 103, 97, 97, 96, 95
34: COc1cccc(C2=NN(c3ccc(-c4ccccc4)nn3)C(c3ccccc3F)C2)c1 (stereo not given)
 : 88, 71, 95, 77, 89, 82, 76, 82
35: ClC/C=C/CSc1ncnc2c1ncn2C/C=C/CCl
 : 85&87, 117&92, 58&27, 68&93, 64&92, 85, 75&95, 90&126
36: O=C1C[C@@H](c2ccccc2)Oc2c(Cc3ccccc3O)c(O)c(Cc3cc(Cc4cc(Cc5ccccc5O)ccc4O)ccc3O)c(O)c21
 : 88, 78, 91, 76, 101, 99, 93, 97
37: C=CC(Cl)CC1CCC2OC12 (stereo not given)
 : 112, nt, nt, 105, 108, 89, nt, 102
38: CCOC(=O)c1nnn(CC(N)=O)c1C
 : 115, 102, 101, 95, 90, 82, 101, 101
39: O=[N+]([O-])c1ccc(Sc2nc(Cl)nc(NC3CCCC3)n2)cc1
 : -7.2*[100 µM], -75*[100 µM], nt, -30*[100 µM], nt, -28*[100 µM], nt, -79*[100 µM]
40: Cc1cccc(C(C)(C)O)c1
 : 107, nt, 97, 98, 108, 97, 105, 91
41: NCc1ccccc1Br
 : 98, 96, 96, 93, 100, 56, 100, 85
42: CC(=O)C(=O)c1ccc([N+](=O)[O-])cc1
 : 88, nt, 97, 91, 94, 84, 110, 107
43: O=C(C(=O)N1CCCCC1)c1ccc(OC2OC(CO)C(O)C(O)C2O)cc1 (stereo not given)
 : 103, nt, 98, 88, 101, 101, 111, 104
44: O=C1c2ccccc2C(=O)N1CC(O)COc1cccc2ccccc12 (stereo not given)
 : 99, 95, 95, 98, 84, 91, 110, 97
45: Cc1ccc(Oc2c(/C=N\N=c3/sc4ccccc4n3C)c(C)nn2-c2ccccc2)cc1
 : 72, 59, 47, nt, 94, nt, 94, 97
46: CCOC(=O)c1sc(NCC(=O)Nc2ccc(Cl)cc2[N+](=O)[O-])c(C(=O)OCC)c1C
 : 94, 89, 96, 93, 102, 95, 85, 96
47: CS(=O)(=O)Oc1ccc(-c2cn3ccsc3n2)cc1
 : 101, 90, 113, 103, 97, 94, 98, 101
48: CCN(CC)S(=O)(=O)c1ccc(O)c(NC(=O)c2sc3cc(F)ccc3c2Cl)c1
 : 102, 100, 107, 124, 114, 96, 108, 135
49: C/C(N)=C(\C#N)C(=O)c1ccccc1
 : 99, nt, 102, 110, 98, 112, nt, 105
50: Cn1ccnc1C(=O)/C=C/c1ccc(NC(=O)Nc2ccccc2)cc1
 : 8.9*, 57, 7.3*, 4.3*, 6.8*, -3.1*, 17, 16
51: COc1cccc(-c2cc(-c3ccc(Nc4nc(Nc5ccc(F)cc5)nc(Nc5ccc(F)cc5)n4)cc3)nc(N)c2C#N)c1
 : 49, 59, 19, 102, 131, 70, 91, 95
52: O=S(=O)(Nc1cc(Sc2nc3ccccc3s2)c(O)c2ccccc12)c1ccc2ccccc2c1
 : 88, 109, 68, 59, 100, 100, 101, 102
53: O=C(N[C@@H](c1ccccc1)[C@H](N=Cc1ccccc1)c1ccccc1)c1ccccc1
 : 99, 95, 98, 100, 99, 90, 101, 97
54: Clc1ccccc1C(Sc1nc2ccccc2s1)Sc1nc2ccccc2s1
 : 89, 93, 97, 103, 113, 98, 89, 83
55: O=C1OC(O)c2cccc3cccc1c23 (stereo not given)
 : 99&99, 90&68, 96&103, 94&109, 102&81, 93&109, 99, 99&111
56: CC(=O)CC(=O)Nc1nccs1
 : 100, 100, 100, 94, 100, 90, 112, 107
57: Cc1ccc2ccccc2c1CSC#N
 : 99, 87, 91, 95, 91, 71, 102, 93
58: O=C/C=C\c1ccc2c(c1)OCO2
 : 94, 85, 80, 79, 85, 91, 96, 89
59: O=c1ccc(Cl)n[nH]1
 : 96, 104, 96, 85, 110, nt, 94, 108
60: Cc1cc(=O)[nH]c2c1sc(=O)n2CCC(=O)Nc1ccccc1
 : 99, 88, 106, 96, 110, nt, 90, 89

Along the list, from the results shown:
MOLT-4, nos. 18–28, in order: 112, 103, 94, 92, 91, 94, 98, 103, nt, 98, 105
HOP-62, nos. 18–28, in order: 114, 96, 87, 90, 81, 89, 104, 93, 91, 102, 110

Continued.
Fields: RPMI-8226, HOP-92, CCRF-CEM, MOLT-4, A549/ATCC, SR, EKVX, HOP-62
61: Cn1c2ccccc2c2c3c(c4c5ccccc5ccc4c21)C(=O)N(O)C3=O
 : 36, 126, 16, 18, 92, 73, 80, 68
62: COC(=O)C1(CC(=O)CC(=O)CC2(C(=O)OC)NC(=S)NC(=O)C2C#N)NC(=S)NC(=O)C1C#N (stereo not given)
 : 115, 97, 101, 102, 109, 102, 103, 109
63: C[N+](C)(C)CC(=O)N/N=C\c1ccccc1[N+](=O)[O-]
 : 103, 110, 102, nt, 102, nt, 111, 108
64: O=C(Nc1ccccc1)c1ccc(-n2c(=O)[nH]c3ccccc3c2=O)cc1
 : 104, 91, 100, 100, 97, 92, 97, 96
65: COc1cc(-c2nc3ccc(C(=O)c4ccccc4)cc3[nH]2)ccc1OCC(=O)N=Nc1c(O)[nH]c2ccccc12
 : 100, 96, 79, 95, 99, nt, 96, 100
66: COc1ccc(-c2onc(NC(C)=O)c2-c2ccc(OC)cc2)cc1
 : 85, 117, 97, 77, 93, 78, nt, 109
67: COc1ccc2c(c1)CC=C1[C@@H]2CC[C@]2(C)C(=O)/C(=N/O)C[C@@H]12
 : 84, 96, 33, 63, 99, 75, 77, 88
68: O=C(/C=C/c1ccc(N2CCOCC2)cc1)c1cc2ccccc2oc1=O
 : 107, 102, 99, nt, 100, 89, 95, 82
69: O=C(Nc1ncc(Cc2ccc(Br)cc2)s1)C1=NCCCCN1
 : 102, 88, 99, 101, 108, 111, 109, 108
70: CCC(CC)C[N+](C)(C)C
 : 111, nt, 103, 109, 101, 106, nt, 108
71: Cc1ccc(-c2c3c(nc4ncn5ncnc5c24)C(C)CCC3)cc1 (stereo not given)
 : 69, 94, 94, 81, 95, 82, 131, 96
72: Nc1nc(Cl)nc2c1ncn2C1OCC(O)C(O)C1O (stereo not given)
 : 85, 112, 87, 90, 113, 81, 124, 99
73: Cc1ccc(C)c(S(=O)(=O)c2ccccc2)c1
 : 98&111, 88&88, 113, 103&124, 103&89, 101&127, 93&106, 99&104
74: O=C(O)c1cnc2ccc(Cl)cc2n1
 : 103, 90, 97, 100, 86, 105, 103, 101
75: CC[C@H](Nc1ncnc2nc[nH]c12)c1nc2cccc(CNCc3ccc(C(=O)NO)cc3)c2c(=O)n1-c1ccccc1
 : 103, 96, 105, 106, 94, 83, 109, nt
76: COc1ccccc1CCC(=O)O
 : 104, 104, 117, 109, 100, 99, 104, 94
77: COc1ccc(C2=NN(C(=O)c3ccc(S(C)(=O)=O)cc3)C(c3ccccc3)C2)c(OC)c1 (stereo not given)
 : 94, nt, 106, 62, nt, 94, 72, 80
